High-throughput results (PubChem)
hK5 inh: inhibitors of human kallikrein 5; Q9Y337; recombinant hK5, fluorogenic AMC substrate cleavage; inhibition, % at 5 µM; hit rate 0.59% among 210,000; AID 873;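 active means inhibition of 40% or more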;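 further: 0% = enzyme controls without compound and 100% = no-enzyme blanks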
Rad51 HR inh: Rad51 (human) homologous recombination inhibition | AID 1385 | hit rate 0.085% among 200,000 | Q06609 | hRad51 DNA strand exchange, fluorescence dequenching | inhibition, % at 10 µM;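 active means inhibition above 40% at the single screening dose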;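 further: 0% = DMSO control wells and 100% = blanks with heterologous ssDNA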
Target sequence (Q06609 whole entry, looked up): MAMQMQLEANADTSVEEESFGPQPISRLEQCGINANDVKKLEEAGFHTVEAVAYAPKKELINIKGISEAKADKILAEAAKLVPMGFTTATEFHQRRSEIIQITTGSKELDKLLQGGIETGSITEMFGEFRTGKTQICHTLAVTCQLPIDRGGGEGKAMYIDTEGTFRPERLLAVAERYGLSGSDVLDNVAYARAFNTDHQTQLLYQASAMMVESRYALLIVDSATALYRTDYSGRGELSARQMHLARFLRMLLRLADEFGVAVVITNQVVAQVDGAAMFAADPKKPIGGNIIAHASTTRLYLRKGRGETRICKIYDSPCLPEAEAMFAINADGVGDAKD
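Assay system: Human Rad51 nucleoprotein filaments preassembled on unlabelled ssDNA | Reagent: Donor/quencher-labelled 47-bp dsDNA substrate | Doses: One concentration, 10 µM final | Times: 37 °C 15-min filament assembly, 30-min compound preincubation, 15-min exchange | Technique: Fluorescein emission 520 nm, excitation 485 nm | Benchmarks: Plate control and blank wells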
Furin inhibitor: inhibitors of human furin. purified furin, fluorogenic substrate cleavage. inhibition, % at 30 µM. hit rate 0.061% among 220,000. AID 463115; in the data active means inhibition above about 25%; further: inactives centre near -15
FXIIa inh: factor XIIa (human) inhibition. P00748. purified FXIIa, Boc-QGR-AMC fluorogenic substrate, 2 h. inhibition, % at 5 µM. hit rate 0.3% among 220,000. AID 800; in the data active means inhibition above about 40%;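 further: 0% = enzyme with no compound and 100% = blank without enzyme; many of its hits are not listed in these tables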
PERK inh: blocks human PERK kinase. AID 1416. hit rate 0.17% among 220,000. CHO PERK-DD fusion, SEAP luminescence translation reporter. inhibition, % at 5.6 µM;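 active means inhibition above the mean inhibition of all tested compounds plus 3 SD, set separately per screening campaign, cut at about 2.9% in these data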;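 further: PERK kinase domain activated by AP20187 dimerizer at 100 nM; 0% = DMSO with dimerizer and 100% = rapamycin at 8.4 µM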
FXIa inh 1536: blocks human coagulation factor XIa protease activity. purified FXIa, Boc-Glu-Ala-Arg-AMC fluorogenic substrate. hit rate 0.14% among 220,000. inhibition, % at 5 µM. P03951;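 active means inhibition of at least 40%; inactive means inhibition below 40%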;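 further: fluorescence of freed AMC excited at 355 nm; 0% = enzyme without compound and 100% = no enzyme blank; many of its hits are not listed in these tables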
Target sequence (P03951 19-387 limits assumed): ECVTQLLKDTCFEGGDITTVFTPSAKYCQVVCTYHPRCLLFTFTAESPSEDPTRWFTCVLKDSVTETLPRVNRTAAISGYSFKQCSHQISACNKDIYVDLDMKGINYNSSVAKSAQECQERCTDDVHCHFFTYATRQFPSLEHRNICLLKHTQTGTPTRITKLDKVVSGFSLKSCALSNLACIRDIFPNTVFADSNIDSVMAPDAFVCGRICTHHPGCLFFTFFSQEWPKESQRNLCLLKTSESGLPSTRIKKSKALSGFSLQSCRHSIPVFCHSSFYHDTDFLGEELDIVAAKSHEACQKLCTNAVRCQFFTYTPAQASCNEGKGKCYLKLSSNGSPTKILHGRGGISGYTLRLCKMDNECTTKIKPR
Target sequence (P03951 388-625 limits assumed): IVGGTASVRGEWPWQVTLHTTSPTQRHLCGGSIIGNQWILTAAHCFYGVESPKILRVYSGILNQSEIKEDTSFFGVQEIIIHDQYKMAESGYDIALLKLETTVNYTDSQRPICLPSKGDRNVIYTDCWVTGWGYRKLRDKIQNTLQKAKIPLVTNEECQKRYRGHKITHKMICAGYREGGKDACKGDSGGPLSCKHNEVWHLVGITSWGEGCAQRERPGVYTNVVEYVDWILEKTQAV
Thrombin inh: thrombin (human) inhibition; P00734; alpha-thrombin, Boc-VPR-AMC fluorogenic substrate cleavage; inhibition, % at 5 µM; hit rate 0.26% among 220,000;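 active means inhibition at or above 40%; inactive means inhibition below 40%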;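 further: 0% = enzyme with no compound and 100% = wells without enzyme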
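System: human alpha-thrombin protein; Compound dosing: one concentration per compound, 5 µM, with 0.2% DMSO; Timing: reaction at room temperature; Technique: AMC fluorescence, 355/460 nm; Controls: enzyme without compound as high, wells lacking enzyme as low.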
Calpain2 inh: calpain II (pig) inhibition; purified calpain II, fluorogenic peptide substrate, 30 min; inhibition, % at 16 µM; hit rate 0.37% among 220,000;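 active means inhibition above about 50%, limit read from the data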
Cl transport mod: modulates chloride dependent transport by human KCC2; AID 1456; Q9H2X9; KCC2 cells, thallium flux FluoZin-2 fluorescence; hit rate 2.2% among 190,000; B-score of Tl+ flux slope (higher = more flux/activation; lower = inhibition) at 10 µM;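 active means thallium flux slope and its plate-corrected score both differing from the plate sample mean at a set confidence after two filtering rounds, in either direction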;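 further: slope of fluorescence scaled to starting intensity during 10 to 20 s after thallium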
Numbers without * were called inactive; i = inactive; . = no result given; [ ] = dose if it differs, or a comment. This is a subset; rates above refer to the full screens.

hK5 inh	Rad51 HR inh	Furin inhibitor	FXIIa inh	PERK inh	FXIa inh 1536	Thrombin inh	Calpain2 inh	Cl transport mod	smiles
-17	6	-8	14	0.1	2	3	1	0.036	Cc1noc(C)c1COC(=O)CCN1c2ccccc2Sc2ccccc21
3	-15	-6	8	0.3	3	5	9	-0.26	COc1ccc2c(C(=O)CN3CCSCC3)c[nH]c2c1
-4	4	-24	-7	-0.4	-6	-3	-34	0.31	COc1ccc(C2C(C(=O)NCc3ccccn3)c3cc(OC)c(OC)cc3C(=O)N2C)cc1 (stereo unspecified)
-7	2	-6	3	1.7	-5	-5	23	0.081	CC(=O)C1C(=O)CC(C)(O)C(C(C)=O)C1c1ccccc1 (stereo unspecified)
-7	-4	-16	2	-0.9	-5	-5	0	-0.13	Fc1ccc(NCc2nnc3n2CCCCC3)cc1
1	0	-32	7	-0.5	2	-1	-68	0.11	CCCCCn1c(=O)[nH]c2cc(C(=O)NCCN(CC)CC)ccc2c1=O
-8	-19	-11	11	0.9	2	-9	-26	1.1	CN(C(=O)COC(=O)c1ccc(S(=O)(=O)N2CCOCC2)cc1)C1CCCCC1
-1	-4	-26	4	0.1	-4	-9	-70	-0.93	CC(=O)NCCC(=O)N1CCc2c([nH]c3ccccc23)C1c1cccc(C)c1 (stereo unspecified)
0	11	-21	0	0.9	2	-4	0	0.037	O=C(CSc1ncccn1)NCc1cccc(Cl)c1
-1	-6	4	12	0.6	3	1	9	-0.35	CN(CCO)c1ccc(-c2nn(C)c(=O)c3ccccc23)cc1[N+](=O)[O-]
-1	0	-8	9	0.6	-3	-17	22	-0.43	Cc1cc(NC(=O)CSc2nnc(C3COc4ccccc4O3)n2C)no1 (stereo unspecified)
-4	13	-21	6	0.6	-7	-3	1	-0.31	Cc1cc([N+](=O)[O-])nn1CC(=O)c1ccccc1
-92	2	-9[20 µM]	-3	-1.9	-9	-18	13	-0.0077	c1ccc2c(N3CCCCC3)nc(N3CCCC3)nc2c1
-7	-10	-9	5	0.9	3	-3	-23	0.85	O=C(N/N=C/c1ccc([N+](=O)[O-])cc1)c1ccc(COc2ccccc2-c2ccccc2)cc1
-6	-2	-12	-1	-0.4	-6	-1	7	-0.073	Cc1ccccc1C(=O)Nc1nnc(-c2ccco2)s1
-44	.	-11	11	0.1	7	-5	-25	-0.15	Cc1cccc(/C=N/NC(=O)CNc2cccc3ccccc23)n1
-9	-4	-10	16	-1.4	7	5	-8	.	CN1CCN(S(=O)(=O)c2ccc(SCCOc3ccccc3)nc2)CC1
-2	7	-7[20 µM]	9	1.8	10	2	12	-0.0038	CN(C)S(=O)(=O)c1ccc(NC(=O)COC(=O)c2ccccn2)cc1
-31	-14	-7[20 µM]	12	-0.5	3	-5	-9	.	O=S(=O)(Nc1cnc2ccccc2c1)N1CCCCCC1
7	6	-10	8	3.0*	3	-2	33	.	CCC(Sc1nc(-c2ccccc2)cc(=O)[nH]1)C(=O)O (stereo unspecified)
-2	-4	-16	0	-0.3	-7	-6	15	.	CCN=C(Nc1ccc2c(c1)OCO2)SC1CC(=O)N(c2ccccc2F)C1=O (stereo unspecified)
6	13	-17	7	-0.2	3	9	23	-1.7	CCOC(=O)C1CCCN(Cc2cc(=O)oc3cc(C)c(C(C)C)cc23)C1 (stereo unspecified)
-8	-9	-10[20 µM]	9	-0.7	2	4	-5	-0.026	COc1ccccc1NC(=O)C1=C(C)Nc2ncnn2C1c1ccc(C)o1 (stereo unspecified)
-35	0	-40	-139	-0.4	-33	-20	i	.	CCc1cc(=O)oc2c(C)c(O)c(CN3CCCCC3)cc12
-10	-7	-24	4	-0.7	-12	-5	7	1	Cc1cc(N2CCOCC2)nc(NCc2ccccc2)n1

Ordered by length of the SMILES (largest number first): 6 of the compounds above
hK5 inh	Rad51 HR inh	Furin inhibitor	FXIIa inh	PERK inh	FXIa inh 1536	Thrombin inh	Calpain2 inh	Cl transport mod	smiles
-1	-4	-26	4	0.1	-4	-9	-70	-0.93	CC(=O)NCCC(=O)N1CCc2c([nH]c3ccccc23)C1c1cccc(C)c1 (stereo unspecified)
1	0	-32	7	-0.5	2	-1	-68	0.11	CCCCCn1c(=O)[nH]c2cc(C(=O)NCCN(CC)CC)ccc2c1=O
-1	0	-8	9	0.6	-3	-17	22	-0.43	Cc1cc(NC(=O)CSc2nnc(C3COc4ccccc4O3)n2C)no1 (stereo unspecified)
-35	0	-40	-139	-0.4	-33	-20	i	.	CCc1cc(=O)oc2c(C)c(O)c(CN3CCCCC3)cc12
-31	-14	-7[20 µM]	12	-0.5	3	-5	-9	.	O=S(=O)(Nc1cnc2ccccc2c1)N1CCCCCC1
-7	-4	-16	2	-0.9	-5	-5	0	-0.13	Fc1ccc(NCc2nnc3n2CCCCC3)cc1

The listing continues.
hK5 inh	Rad51 HR inh	Furin inhibitor	FXIIa inh	PERK inh	FXIa inh 1536	Thrombin inh	Calpain2 inh	Cl transport mod	smiles
-10	15	-21	1	0.6	-5	2	-34	0.21	Cc1ccc(Nc2nc(/N=C/NO)n[nH]2)cc1C
-20	0	-15	11	-0.3	5	2	14	0.65	CCOCCN1CCN(C(=O)CN2CCCC2=O)CC1
-4	1	-16[20 µM]	6	-0.4	4	-3	-14	-0.32	CS(=O)(=O)N(CC(=O)NCc1ccc(Cl)cc1)C1CCCCC1
0	.	-19	8	1.4	2	-1	2	0.87	COC(=O)c1cccc2c1NC(=O)C2=O
-5	-6	-12	-6	0.0	-13	-11	-29	-0.72	CN1CCN(C(=O)/C=C/c2ccc3c(c2)OCO3)CC1
3	6	-13	8	0.9	1	-7	-20	0.48	O=C(CCCCCNC(=O)c1ccccc1)N/N=C/c1ccco1
7	0	-24	11	-0.6	1	5	-18	-0.13	Cn1nc(C(=O)NCc2ccccn2)c2ccccc2c1=O
-22	4	-29[20 µM]	14	-0.3	5	-1	-36	-0.35	CCC(CC)C(=O)Nc1cccc(C(=O)Nc2nccs2)c1
-21	-1	-10	-2	0.8	-5	-10	-14	0.12	Cc1c(C(=O)NCC2CCCO2)cccc1[N+](=O)[O-] (stereo unspecified)
-1	.	-14	3	-1.7	0	-6	-14	0.87	CCN(CC)Cc1ccc(NC(=O)c2sc3cc(Cl)ccc3c2Cl)cc1
-8	6	-14	3	0.0	-2	-8	13	-4.6*	CSc1ccc(N/N=C(/C#N)S(=O)(=O)C(C)(C)C)cc1
0	-2	-19[20 µM]	6	0.5	-3	3	10	.	CCC(C)NC(=O)C(CCSC)NC(=O)c1ccccc1 (stereo unspecified)
2	4	-18	7	0.1	-4	1	-9	0.062	COc1ccc(S(=O)(=O)NCC2CCCN(C(=O)c3ccccc3)C2)cc1 (stereo unspecified)
3	-5	-21	7	0.0	7	-3	-2	.	C=C(Br)Cn1c(CC(C)C)nc2ccccc21
-10	-1	3	5	1.3	-1	3	47	4.5*	O=[N+]([O-])c1cc(Cl)c(O)c2ncccc12
1	18	-26	11	1.1	-1	6	-24	-0.073	COC(=O)c1c(N2C(=O)Nc3ccccc3N2O)sc(C)c1C
-23	0	-24[20 µM]	-4	0.8	7	-5	-27	.	Cc1cc(C)c(NC(=O)CCCC(=O)O)c(Cl)c1
4	-7	-16[20 µM]	5	-0.8	1	-1	-15	-1.4	CCOC(=O)c1c(N)n[nH]c1-c1ccccc1
-4	8	-21	5	0.2	4	-5	-20	-0.58	CN1CCN(CCC(=O)Nc2ccc(C3CCCC3)cc2)CC1
.	.	-16	12	1.3	2	-3	11	-0.65	COc1ccccc1C(=O)Nc1cccnc1
-11	0	-5[20 µM]	18	-0.7	3	-1	-15	-0.42	O=S(=O)(Nc1ccc(Cc2ccncc2)cc1)c1cccs1
-12	-6	-17	7	0.0	-5	-11	10	0.79	COc1cccc(NC(=S)NCc2cccnc2)c1
-39	.	-16[20 µM]	9	1.0	-5	-1	-3	.	COC(=O)/C=C1/N/C(=N\c2nc(C)cc(C)n2)N(c2ccc(C)c(C)c2)C1=O
0	-3	-3	12	0.3	3	-4	-2	-1.5	c1ccc(N=Nc2cn[nH]c2-c2ccco2)cc1
0	3	-12	7	-0.1	3	-5	30	2	C/C(=N\NC(=O)c1ccccc1)c1cccc(Br)c1
14	-1	-23[20 µM]	18	-0.2	1	0	15	.	COc1cc(OC)c(OC)cc1CNC1CCCCCC1
1	-1	-21[20 µM]	8	1.3	-4	-5	-21	-0.86	COc1cc(CN2CCCC(C)C2)cc([N+](=O)[O-])c1O (stereo unspecified)
-7	-1	-10[20 µM]	8	-0.3	-2	-1	-15	.	COCCn1c(NCc2ccccc2)nc2c1c(=O)[nH]c(=O)n2C
-79	-5	-22	12	2.9*	0	1	-46	0.26	O=C(CN1CC(=O)Oc2ccccc21)OCC(=O)c1ccccc1
-14	3	-20	0	-1.1	-6	-6	11	-0.53	COc1ccccc1NC(=O)CSCC(=O)N1c2ccccc2CCc2ccccc21
-19	-104	-6[20 µM]	13	0.6	4	6	-18	.	CCOc1cc(/C=N\Nc2ccc([N+](=O)[O-])cc2)ccc1OCC(=O)Nc1ccc(C)c(C)c1
-14	1	-15[20 µM]	29	1.2	18	5	20	0.01	O=C1CSC(c2c(F)cccc2Cl)N1c1cccc(F)c1 (stereo unspecified)
-4	-4	-21	2	-0.7	8	-6	-15	6.2*	O=C(/C=C/c1ccc(Cl)cc1)NC(=S)NN1CCCCC1c1cccnc1 (stereo unspecified)
-2	.	-10[20 µM]	20	-0.1	33	3	-137	-1.3	COc1cccc(/C=N/NC(=O)c2ccc(COc3ccc(Cl)cc3Cl)o2)c1
-13	12	-5	4	1.4	4	-5	-12	0.088	CCNC(=S)N/N=C/c1ccc(OCc2ccc(C(=O)OC)cc2)cc1
-16	-2	-9[20 µM]	8	-1.7	3	-3	-2	-0.13	COc1cc2c(cc1OC)CN(Cc1ccc(C)s1)CC2
-8	2	-46	.	-0.3	-11	-19	i	-1.5	O=C(c1cc2c(=O)n3ccccc3nc2s1)N1CCc2ccccc2C1
-4	.	-7	6	1.1	-1	-5	-26	0.029	Cn1c(=O)c(=O)n(C)c2cc(S(=O)(=O)N3CCCC3C(=O)NCc3cccs3)ccc21 (stereo unspecified)
-3	-2	-13[20 µM]	-6	-0.2	-4	-10	-10	0.18	CN(C)S(=O)(=O)c1ccc(C(=O)Nc2ccccc2OC(F)(F)C(F)F)cc1
-8	4	-26	11	0.3	7	2	4	-0.033	Cc1cc(NC(=O)C2=C(O)c3ccccc3S(=O)(=O)N2C)no1
-2	2	-29	0	0.5	-6	-9	1	1.5	CC(=O)Nc1ccc(CN2CCCC(CCC(=O)NCc3ccccc3F)C2)cc1 (stereo unspecified)
-7	-6	-31	4	1.1	3	-7	-2	0.023	Cc1ccc(C(=O)NNc2cc(=O)n(C)c(=O)n2C)cc1C
-23	.	-20[20 µM]	4	0.3	5	11	-10	0.17	CC1=C(C#N)C(NC(=O)C2CC2)(C(F)(F)F)C(=O)N1 (stereo unspecified)
4	9	-30	8	-0.5	-3	2	-15	-0.52	CCOC(=O)c1sc(C)c2c(=O)n(Cc3ccc(Cl)cc3)cnc12
0	-6	-25	11	0.7	-6	-22	20	0.38	O=C(O)c1ccc([N+](=O)[O-])c(CS(=O)(=O)c2ccc(Cl)cc2)c1
-9	16	-10	6	0.2	-4	3	-22	0.12	CC(NC(=O)CC1Sc2ccccc2NC1=O)c1ccccc1 (stereo unspecified)
-10	-1	-8	11	-0.4	1	-14	5	-1.4	COc1ccccc1NC(=S)NCCSc1ccc(C)cc1
